Screening results as filed in PubChem.
S100A4 inh HTS – S100A4-myosin IIA interaction inhibition; P26447; S100A4/TAMRA-MyoIIA peptide fluorescence polarization; inhibition, % at 10.7 µM; 360,000 tested, 0.14% active; AID 652163;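 active = mean inhibition of at least 70% across replicates, with every replicate also reaching that level; inconclusive = mean inhibition reaches 70% but some replicates fall short; inactive = mean inhibition below 70%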
Target sequence (P26447 whole entry, looked up): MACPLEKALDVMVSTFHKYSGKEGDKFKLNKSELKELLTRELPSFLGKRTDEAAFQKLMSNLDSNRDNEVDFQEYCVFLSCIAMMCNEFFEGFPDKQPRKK
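Material: human S100A4 monomer with TAMRA-labelled myosin IIA peptide; buffer or medium: HEPES pH 7.2 with CaCl2, KCl, NaCl, DTT, Triton; compound dosing: one concentration per compound; schedule: 5 min incubation before reading; benchmarks: neutral control DMSO, positive control TFP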
LGR2 antag – inhibitors of bursicon-induced Drosophila LGR2 receptor cAMP signaling; HEK293 LGR2, CRE-luciferase, bursicon-stimulated, 4 h; inhibition, % at 9.99 µM; 380,000 tested, 0.35% active;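 active = drop in luminescence signal, shown as inhibition above about 50% in the replicate tests, limit read from the data, passing the limit was not always enough; inconclusive = probably only some replicates passing the limit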;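 also: agonist challenge used bursicon conditioned medium at about half maximal strength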
PAX8 reporter – lowers PAX8-driven luciferase in RMG-I cells; RMG-I TPO-luciferase reporter, SteadyGlo, 24 h; inhibition, % at 12.6 µM; 360,000 tested, 1.2% active; AID 652154;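 active = mean replicate inhibition at least 60% with every replicate also reaching 60%; inconclusive = only one of the two criteria is met; inactive = mean below 60% and not all replicates reaching 60%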;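 also: luciferase light reporting Pax8 driven TPO promoter activity; plate controls were median of neutral control wells for no effect and mitoxantrone controls for full effect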
PGC1a acetyl inh – lowers PGC1a acetylation signal in U2OS cells | inhibition, % at 15.6 µM | 350,000 tested, 0.17% active | AlphaScreen anti-acetyl-lysine; with virally co-expressed GCN5 acetyltransferase | AID 651687;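 active = every replicate shows inhibition of at least 40%; inconclusive = mean inhibition at least 40% but some replicate below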;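 also: 0% = neutral control wells and 100% = positive control wells; some results beyond the cut were filed as inactive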
ERAP1 inh – inhibitors of human ERAP1 aminopeptidase; Q9NZ08; recombinant ERAP1, Leu-AMC fluorescence, 60 min; inhibition, % at 10.7 µM; 340,000 tested, 0.15% active; AID 652197;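 active = mean replicate inhibition of at least 30%, or all replicates individually reaching that 30% level; inactive = mean below 30% and not every replicate reaching it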;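 also: 0% = neutral control wells and 100% = L-leucinethiol positive control wells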
EWS-Fli inh – blocks EWS/Fli oncoprotein-driven transcription; A673 NR0B1-luciferase reporter, viability-normalised; inhibition, % at 12.6 µM; 350,000 tested, 0.67% active; AID 651661;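 active = mean inhibition of at least 50% after viability correction, with every replicate also passing that limit; inconclusive = mean reaches 50% but only one of two replicates passes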;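 also: firefly luciferase signal divided by Alamar Blue viability fluorescence both relative to DMSO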
PglD inh – blocks C. jejuni PglD acetyltransferase activity; purified PglD enzyme, DTNB colorimetric CoA detection; inhibition, % at 12.5 µM; 360,000 tested, 0.098% active; in the data active = inhibition above about 16%, passing the limit was not always enough; inconclusive = no clear call, values can overlap the other calls; also: strong numbers were not always called active
FN deposition inh – fibronectin deposition inhibition; AH1F fibroblasts, Alexa488-fibronectin deposition fluorescence, overnight; inhibition, % at 12.6 µM; 350,000 tested, 0.086% active; AID 743247;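 active = mean inhibition across replicates of 30% or more, regardless of how many single replicates reach that level; inconclusive = mean under 30% yet at least half of replicates reach 30%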;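 also: positive control wells lacked labelled fibronectin entirely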
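Assay system: AH1F fibroblasts assembling fluorescent fibronectin matrix; Amount: 10000 AH1F cells per well; Buffer or medium: DMEM, 2% serum; Probe or stimulus: Alexa488-fibronectin, 24 nM final in well; Doses: single compound dose, delivered by pin transfer; Incubation: 1 h adhesion, overnight exposure; Measured by: fluorescence 485/525 nm; Read-out: fibronectin deposition inhibition.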
An asterisk follows results filed as active; ? = inconclusive; / = no result given.

cpd	SMILES	S100A4 inh HTS	LGR2 antag	PAX8 reporter	PGC1a acetyl inh	ERAP1 inh	EWS-Fli inh	PglD inh	FN deposition inh
1	Cc1ccc(S(=O)(=O)N2CCOCC2)cc1NC(=O)COc1ccccc1Cc1ccccc1	-3	16	30	-31	3	17	2	1
2	C[C@@H]1CN([C@H](C)CO)C(=O)Cc2cc(NC(=O)Cc3ccccc3)ccc2O[C@@H]1CN(C)Cc1ccc(Oc2ccccc2)cc1	-7	-12	32	-12	1	10	-1	/
3	C[C@H](CO)N1C[C@H](C)[C@@H](CN(C)Cc2ccc(C(=O)Nc3ccccc3N)cc2)Oc2c(NC(=O)c3nc4ccccc4s3)cccc2C1=O	-3	0	/	-7	-2	-2	-2	2
4	O=C(NCc1ccco1)c1[nH]c(C(F)(F)F)nc1-c1ccccc1	-1	-10	-1	21	4	-1	3	1
5	COCC(=O)Nc1ccc2c(c1)OC[C@H](C)N(Cc1ccccc1)C[C@H](C)[C@@H](OC)CN(C)C2=O	27	-2	/	-6	-3	21	-4	3
6	O=C(CSc1ccc2nnc(-c3cccnc3)n2n1)NCc1ccc2c(c1)OCO2	29	7	-5	6	4	0	4	1
7	CNC[C@@H]1Oc2ccc(NC(=O)NC(C)C)cc2C(=O)N([C@H](C)CO)C[C@H]1C	-47	24	-9	1	-3	1	-2	/
8	C[C@@H](CO)NC(=O)[C@H]1O[C@@H](n2ccc(=O)[nH]c2=O)[C@H](O)[C@@H]1O	-4	-3	-13	9	0	-7	1	/
9	Cc1ccc(NC(=O)NC2OC(=O)c3ccccc32)cc1 (centres undefined)	0	6	3	6	-1	-4	/	1
10	CC(=O)Nc1ccc(NC(=O)Cc2ccc(-c3ccccc3)cc2)cc1	-6	-5	8	-8	0	10	-1	10
11	COc1ccc(CCNCC(=O)Nc2ccccc2C(F)(F)F)cc1	1	13	18	6	1	2	/	-6
12	Cc1cccc(COc2ccccc2C(=O)OCC(=O)N(C)c2c(N)n(Cc3ccccc3)c(=O)[nH]c2=O)c1	0	2	/	-1	-4	-7	-4	-3
13	COC(=O)C[C@@H]1CC[C@H]2[C@@H](COc3ccc(NC(=O)c4cccc(OC)c4)cc3C(=O)N2C)O1	-21	6	4	-2	2	-27	-3	5
14	C[C@@H]1CN([C@H](C)CO)C(=O)c2cc(NS(=O)(=O)c3ccccc3)ccc2O[C@@H](C)CCCCO[C@H]1CN(C)C(=O)c1ccccc1	10	9	6	3	-3	-9	/	-5
15	COC(=O)/C(=C1\Oc2ccc(C(C)(C)C)cc2S1)C(F)(F)F	-3	/	-26	-3	-2	-45	6	0
16	O=C(NC1CC1)c1nc(Cn2ccc([N+](=O)[O-])n2)no1	-28	1	20	/	-3	5	/	-12
17	O=C(O)CNC(=O)/C(=C\c1cccc([N+](=O)[O-])c1)NC(=O)c1ccco1	-3	-18	-6	0	-2	4	/	-13
18	OC[C@@H]1[C@H]2c3ccccc3OC1(CO)N=C1SCc3ccccc3CN12	3	/	0	4	-1	-4	-2	/
19	Cc1ccc(S(=O)(=O)NNC(=O)Nc2ccc([N+](=O)[O-])cc2)c(C)c1	-7	1	13	-2	1	5	-5	-6
20	COC(=O)[C@H](Cc1ccccc1)NC(=O)NCCc1ccc(S(N)(=O)=O)cc1	/	/	-8	18	/	/	-2	4

2 compounds picked at random from those above:
cpd	SMILES	S100A4 inh HTS	LGR2 antag	PAX8 reporter	PGC1a acetyl inh	ERAP1 inh	EWS-Fli inh	PglD inh	FN deposition inh
1	Cc1ccc(S(=O)(=O)N2CCOCC2)cc1NC(=O)COc1ccccc1Cc1ccccc1	-3	16	30	-31	3	17	2	1
19	Cc1ccc(S(=O)(=O)NNC(=O)Nc2ccc([N+](=O)[O-])cc2)c(C)c1	-7	1	13	-2	1	5	-5	-6

Results in FN deposition inh and LGR2 antag, for 5 of the compounds above:
cpd	Compound	FN deposition inh	LGR2 antag
11	COc1ccc(CCNCC(=O)Nc2ccccc2C(F)(F)F)cc1	-6	13
4	O=C(NCc1ccco1)c1[nH]c(C(F)(F)F)nc1-c1ccccc1	1	-10
16	O=C(NC1CC1)c1nc(Cn2ccc([N+](=O)[O-])n2)no1	-12	1
1	Cc1ccc(S(=O)(=O)N2CCOCC2)cc1NC(=O)COc1ccccc1Cc1ccccc1	1	16
8	C[C@@H](CO)NC(=O)[C@H]1O[C@@H](n2ccc(=O)[nH]c2=O)[C@H](O)[C@@H]1O	/	-3

Later entries
cpd	SMILES	S100A4 inh HTS	LGR2 antag	PAX8 reporter	PGC1a acetyl inh	ERAP1 inh	EWS-Fli inh	PglD inh	FN deposition inh
21	COc1ccccc1CNCc1cc(OC)c(OC)c(OC)c1	-5	4	4	3	9	-4	-4	/
22	O=C(Nc1nnc(SCC(=O)N2CCCCC2)s1)c1cccs1	/	/	7	2	/	/	-2	1
23	CCOc1ccc(CCNS(=O)(=O)c2c(C)nc3scc(C)n3c2=O)cc1OCC	3	-23	-2	21	-1	9	2	2
24	Cc1cc(S(=O)(=O)NC2CCCCC2)c(C)s1	3	/	/	-12	-5	/	3	-4
25	Cc1nnc(SCc2cccc3ccccc23)s1	-15	/	-110	-7	/	-78	5	4
26	CCc1ccccc1Nc1nc2ccccc2[nH]1	-2	/	-8	5	/	-2	3	9
27	O=C(Nc1ccc(Cl)cc1)N[C@H]1CC[C@H](CCNC(=O)c2ccccc2F)O[C@@H]1CO	81*	-9	-28	1	5	-20	0	-18
28	C[C@@H]1CN([C@H](C)CO)C(=O)c2cc(NS(=O)(=O)c3cn(C)cn3)ccc2O[C@@H](C)CCCCO[C@H]1CN(C)C(=O)Nc1ccc(F)cc1	0	-4	-3	0	0	-3	1	-5
29	O=C(Nc1ccc(O)c2c(=O)cc(-c3ccccc3Cl)oc12)c1ccc(Cl)c(Cl)c1	7	3	4	/	1	-4	4	6
30	C/C(=N\NC(=O)c1ccco1)c1ccc(NC(=O)c2ccccc2)cc1	-23	-20	-170	0	-3	-99	/	11
31	CCOC(=O)N1CCC(Nc2c(NCCCN(CC)c3cccc(C)c3)c(=O)c2=O)CC1	-3	-16	22	-8	-3	8	/	-9
32	CN(C)c1ccc(C=Cc2cnccn2)cc1	-1	/	-133	-7	6	-32	-14	/
33	O=C(NCc1ccc(F)cc1)C1CCCN(C(=O)Nc2ccc(F)cc2)C1 (centres undefined)	-7	-4	2	/	-4	-1	-1	-7
34	Cc1c(NC(=O)c2nn(C(C)C)c(=O)c3ccccc23)c(=O)n(-c2ccccc2)n1C	5	2	11	-1	-1	15	-7	5
35	O=C(CSc1nc2c(cnn2-c2ccc(F)cc2)c(=O)[nH]1)N1CCCCC1	-2	10	17	3	-3	17	0	8
36	O=C(CCS(=O)(=O)Cc1ccccc1)NCCc1ccccc1	2	16	-8	-10	2	4	/	/
37	CCCNC(=O)NC[C@@H]1[C@@H](c2ccc(C3=CCCC3)cc2)[C@@H](CO)N1C(=O)CC	20	-1	-27	4	0	-2	3	-8
38	Cc1ccccc1C(=O)NNC(=O)CCCCC(=O)NNC(=O)c1ccccc1C	12	13	-2	1	/	-9	/	7
39	O=C(NCCCN1CCCC1)c1ccc2c(c1)N(Cc1ccccc1F)C(=O)c1ccccc1S2=O (centres undefined)	6	7	-3	/	0	9	/	-6
40	CCc1nc2ccc(C(=O)NCCOc3ccc(OC)cc3)cn2c1N(C=O)Cc1ccc(OC)cc1	4	7	2	-1	1	-1	-1	-6
41	CO[C@@H]1CN(C)C(=O)c2ccc(NC(=O)Nc3ccc(Cl)cc3)cc2OC[C@@H](C)NC[C@@H]1C	/	-12	/	1	/	17	/	-26
42	C=CCN(C(=O)c1cccc(C(F)(F)F)c1)C1(C(=O)Nc2ccccc2)CCN(C(C)C)CC1	-19	26	7	-3	-7	8	-1	9
43	Cc1cccc(N2CCN(C(=O)C3CC(=O)N(c4ccc5c(c4)OCCO5)C3)CC2C)c1 (centres undefined)	-6	9	18	-2	-2	0	-1	5
44	Clc1cccc(Cc2c(C3CCCCC3)nc3ccc(Cl)cn23)c1	-3	-2	14	-19	1	3	-2	-10
45	C[C@H]1CN([C@@H](C)CO)C(=O)c2cccc(NS(=O)(=O)c3ccccc3)c2O[C@@H]1CN(C)Cc1ccc2c(c1)OCO2	7	4	-3	-1	0	6	2	/
46	CC1(C)CC[C@]2(C(=O)O)CC[C@]3(C)C(=CCC4[C@@]5(C)CC[C@H](O)C(C)(C)C5CC[C@]43C)C2C1 (some centres undefined)	-3	/	2	/	-1	-17	-4	-9
47	CC(=O)Nc1cccc(-c2ccnc3c2CC(C)(C(=O)NCc2ccc(N(C)C)cc2)O3)c1 (centres undefined)	1	-2	35	-10	13	54*	4	-4
48	CS(=O)(=O)c1ccc(-c2nnn(CC(=O)Nc3ccc4c(c3)OCCO4)n2)cc1	3	-3	-13	/	3	-7	0	-3
49	O=C(c1ccc2c(c1)OCO2)N1CC2(C1)[C@@H](c1ccccc1)[C@@H](CO)N2C(=O)C1CCCC1	15	-3	/	/	0	-3	/	1
50	Cc1cc(=O)c2ccccc2[nH]1	/	/	0	0	/	/	-3	-4
51	C/C=C/c1ccc([C@H]2[C@@H](CO)N3C(=O)CN(C(=O)Nc4ccc(F)cc4)C[C@H]23)cc1	-5	7	11	-3	0	0	/	-10
52	C[C@@H]1CN([C@@H](C)CO)C(=O)Cc2cc(NC(=O)Cc3ccccc3)ccc2O[C@H]1CN(C)C(=O)Nc1ccccc1	4	4	8	?	-2	5	28	/

3 entries out of the list above, sorted by the number in PGC1a acetyl inh, low to high.
| item | canonical_smiles | PGC1a acetyl inh |
| --- | --- | --- |
| 47 | CC(=O)Nc1cccc(-c2ccnc3c2CC(C)(C(=O)NCc2ccc(N(C)C)cc2)O3)c1 (centres undefined) | -10 |
| 31 | CCOC(=O)N1CCC(Nc2c(NCCCN(CC)c3cccc(C)c3)c(=O)c2=O)CC1 | -8 |
| 4 | O=C(NCc1ccco1)c1[nH]c(C(F)(F)F)nc1-c1ccccc1 | 21 |
